Compound activity from PubChem.
Autophagy mod – autophagy modulators in MEF cells, primary screen, imaging, high-content, MEF GFP-LC3; MEF GFP-LC3 puncta imaging; test concentration mostly 10 µM; calls only at 10 µM (by protocol); 190,000 tested, 0.98% active; AID 463193, 2010;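 active means percentage of spot-positive cells more than 3 SD above its plate mean, without a fluorescence outlier flag or 80% toxicity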;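 further: spot-positive cell cutoff set from DMSO-treated cells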
MT stabilizer – microtubule stabilizers in HeLa cells, primary screen, imaging, high-content imaging. 200,000 tested, 0.83% active. HeLa tubulin immunostaining HCS, 24 h; share of cells brighter than vehicle mean+2SD. % tubulin-high responders, % at 10 µM. AID 2205, 2009;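 active means plate Z-score above 3 for both tubulin-high and condensed-nucleus cell shares, with cell loss under 80%, at 10 µM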;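 further: anti alpha tubulin signal scored within the nucleus-defined area of each cell; some results filed as inactive read as strong as hits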
T cell HTS – modulators of CD8 T cell-vesicle binding, primary screen, mouse 2C CD8+ T cells, flow cytometry | 2C CD8+ T cell-vesicle binding; active compounds read low | AID 2052, 2009 | calls only at 7 µM | 330,000 tested, 0.068% active;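 active means response, share of CD8 T cells binding vesicles, and their 90th percentile fluorescence all below set limits, cut at about 80% in these data, passing the limit was not always enough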
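material = purified 2C TCR transgenic mouse naive CD8+ T cells | controls = Unloaded micro-vesicles (low), QL9 vesicles with 0.7% DMSO (high) | detection = cytometric PE anti-B7-1 and Alexa647 anti-CD8 signals after 1% paraformaldehyde fixation | incubation = binding step 1.5 h, 37 °C, antibody labelling 20 min, ice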
CSM14.1 death rescue – rescue of cells from ER stress-induced death, primary screen, 384-well, CSM14.1, thapsigargin, ATP luminescence (AID 1222). CSM14.1 thapsigargin-induced death rescue, ATP luminescence; higher % means a stronger effect. one-dose cellular ATP content (survival), % at 20 µM; EC50 in µM for titrated hits. 190,000 tested, under 10 active;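 active means EC50 below 50 µM in the dose-response confirmation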;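 further: death triggered by thapsigargin at about 15 µM added after 2 h compound pretreatment; cell ATP read after overnight thapsigargin exposure of roughly 18 to 22 hours; normalized against plate controls of thapsigargin alone and 5% DMSO vehicle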
PhoP inhibition – inhibitors of PhoP regulon expression, primary screen, Salmonella Typhimurium, GFP reporter (AID 1863); S. Typhimurium PhoP-regulated promoter GFP reporter, 4 h; higher % means a stronger effect; inhibition, % at 50 µM; hits with a dose series show IC50 in µM; 300,000 tested, 0.16% active;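 active means inhibition over 29.93%, a cutoff 3 SD above the screen mean, later confirmed by dose response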;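 further: 0% = low Mg2+ inducing control and 100% = high Mg2+ repressing control; strong numbers were not always called active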
Hep lipid drop – inhibitors of hepatocyte lipid droplet formation, primary screen, imaging, high-throughput imaging, BODIPY stain; 240,000 tested, 0.4% active; AML12 mouse hepatocytes, oleate lipid droplets; AID 1656, 2009; inhibition, % at 6.5 µM;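 active means lipid droplet intensity inhibited by at least 50%, with more than 500 cells counted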
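Test system: AML12 mouse liver cells; schedule: overnight exposure; technique: high-content imaging of BODIPY-stained droplets and DAPI nuclei; read-out: % inhibition of corrected integrated BODIPY droplet signal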
Insulin prom up – insulin promoter activators in MIN6 cells, imaging, high-content screening, mouse beta cells. 190,000 tested, 0.3% active. z-score at 5 µM. MIN6 insulin promoter-GFP reporter; active compounds read high;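 active means z-score above 3 at 5 µM with at least 500 cells counted in the well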
b-catenin transl – modulators of beta-catenin nuclear translocation, primary screen, imaging, HeLa cells, immunofluorescence, high-content | nuclear translocation activity, % at 5 µM | 190,000 tested, 0.3% active;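 active means nuclear translocation activity above 50% at 5 µM, with a well cell count of 50 or more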;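 further: per-cell ratio of nuclear to cytoplasmic median beta-catenin stain intensity; plate controls were DMSO negative control for no effect and GSK-3 inhibitor IX positive control for full effect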
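Signal – beta-catenin immunofluorescence imaging with DAPI · Test system – human HeLa cell line · Dosing – 5 µM primary single dose, 0.1% DMSO, 0.02–20 µM confirmation series · Measure – % activation, nuclear-to-cytoplasmic median beta-catenin signal ratio per cell · Incubation – 24 h compound exposure at 37°C, 5% CO2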
Dynein transport – inhibitors of GR-EGFP nuclear translocation, primary screen, dynein cargo transport inhibitor project, imaging, high-content, 3617.4 mouse cells. AID 1381, 2008. 220,000 tested, 0.47% active. z-score, hits read low. test concentration mostly 20 µM; stimulated with dexamethasone, 1 µM; active compounds read low;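 active means plate z-score of nuclear minus cytoplasmic receptor signal below a set negative limit, without overly bright fluorescence or cell loss, cut at about -3.5 in these data, passing the limit was not always enough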;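 further: z-score of nuclear minus cytoplasmic ring GR-EGFP intensity difference per well; some compounds called inactive have numbers as strong as hits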
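Buffer or medium – tet-free medium with charcoal-stripped serum · Signal – automated 10x imaging of fixed Hoechst-stained cells · Also added – dexamethasone agonist, 1.0 µM final, for 30 min · Incubation – induction 48 h, compound 1 h, agonist 30 min · Read-out – GR-EGFP nuclear translocation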
Dynein transport cytoplasmic EGFP – also measured in Dynein transport; calls as there; z-score; measured here: cytoplasmic GR-EGFP intensity; active compounds read high
Dynein transport nuclear GR-EGFP – recorded beside Dynein transport, whose call it bears; z-score; measured here: nuclear GR-EGFP intensity;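 lower value marks the stronger effect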
Dynein transport cell count – second read-out of Dynein transport, no call of its own (marks repeat the call); z-score; measured here: cell count per field
Insulin prom up cell count – also measured in Insulin prom up; calls as there; cell count; measured here: cytotoxicity, nuclei count;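 total cells summed across four imaged fields per well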
Hep lipid drop cells 6.5 µM – recorded beside Hep lipid drop, whose call it bears; cell count; measured here: cell count, cytotoxicity flag;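 cells counted across two imaged fields per well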
b-catenin transl cell count 5 µM – also measured in b-catenin transl; calls as there; cell count; measured here: cell count, cytotoxicity flag
T cell HTS vesicle-bound % – also measured in T cell HTS; calls as there; double positive events, %; measured here: CD8+ vesicle-bound cell fraction;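 binding gate set so that unloaded-vesicle control wells show 10% double positive cells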
MT stabilizer Hoechst-high % – also measured in MT stabilizer; calls as there; % Hoechst-high responders; measured here: nuclear condensation Hoechst responders;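 share of cells brighter than vehicle mean plus two SD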
MT stabilizer cytotoxicity % – recorded beside MT stabilizer, whose call it bears; toxicity, %; measured here: cytotoxicity by cell density;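 0% = mean cell density of plate MIN control wells and 100% = no cells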
Autophagy mod cell loss 18 h – also measured in Autophagy mod; calls as there; toxicity, %; measured here: cell loss, nuclei count;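 cell loss after 18 h compound exposure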
Active calls of the source: *; i = inactive; · = no result given; + = active, no number.

SMILES	Autophagy mod	Autophagy mod cell loss 18 h	MT stabilizer	MT stabilizer Hoechst-high %	MT stabilizer cytotoxicity %	T cell HTS	T cell HTS vesicle-bound %	CSM14.1 death rescue	PhoP inhibition	Hep lipid drop	Hep lipid drop cells 6.5 µM	Insulin prom up	Insulin prom up cell count	b-catenin transl	b-catenin transl cell count 5 µM	Dynein transport	Dynein transport cytoplasmic EGFP	Dynein transport nuclear GR-EGFP	Dynein transport cell count
Cc1ccc(S(=O)(=O)CCSc2cccc(C(=O)Nc3ccccc3C(=O)O)c2)cc1	i	4	5.9	1.6	2.0	i	6	-0.3%	6%	-8	672	0.63	1374	-4.1	1102	0.49	-0.28	0.51	0.49
CCc1ccc(C(N)=S)cc1	i	-1	3.0	1.7	11	i	54	-0.7%	8%	3	688	0.44	1206	-0.5	1041	0.22	-0.37	-0.15	-0.19
COc1ccc(NC(=O)CCN2CCOCC2)c(OC)c1	i	-6	1.1	1.7	13	i	67	-1.8%	-2%	12	622	0.27	1438	-0.6	964	1.2	-0.21	0.92	-1.2
O=C(O)c1ccc(OCc2cn3ccccc3n2)cc1	·	·	·	·	·	i	54	·	·	4	638	2.5	1081	-0.8	1380	2.6	-0.097	1.3	-2.2
Cc1cccc(Cl)c1NC(=O)N1CCN(c2ccnc3cc(Cl)ccc23)CC1	·	·	·	·	·	i	56	·	-13%	6	690	-0.69	1038	-0.4	1351	-0.34	-0.22	0.24	-0.34
COc1ccccc1CNC(=O)C/C(C)=N/NC(=O)Cc1ccccc1	i	-3	2.7	1.1	8.4	i	24	-2.2%	23%	·	·	·	·	·	·	0.82	-0.26	-0.47	0.064
CCCc1cc(=O)[nH]c(SCc2nc3ccccc3s2)n1	i	19	2.4	1.3	7.8	i	44	0.1%	-10%	·	·	-0.06	1536	0.4	1265	1.2	-0.16	1.8	-1.6
COC(=O)CSc1nc2sc(C)c(C)c2c(=O)n1C	i	21	4.0	2.9	4.8	i	22	-1.5%	-2%	·	·	0.23	1215	-3.0	964	-0.4	-0.35	-0.092	0.33
O=c1c2cnn(-c3ccc(F)cc3)c2ncn1Cc1ccc(F)cc1	i	2	3.1	2.7	5.6	i	48	-2.3%	0%	-26	698	-0.24	1258	-3.1	1119	0.95	-0.2	0.84	-0.21
Oc1sc(C=Nc2ccccc2)c2ccccc12	i	7	2.0	1.6	6.6	i	27	-2.3%	-17%	10	673	0.87	1777	1.4	955	-1.1	0.19	-0.72	0.18
Cc1cc(C)n(-c2nc(C)nc3c2cnn3-c2ccccc2)n1	i	0	2.0	4.0	11	i	38	2.9%	5%	-10	606	-0.7	1448	-1.2	1009	0.82	-0.19	0.72	-0.2
Cc1ccc(-n2cc(CNC(C)c3cnn(C)c3)c(-c3ccc(F)cc3)n2)cc1 (stereo unspecified)	i	-12	1.0	1.4	5.9	i	59	-2.4%	10%	-39	666	·	·	1.2	1551	0.077	0.023	-0.034	-1.1
Cc1ccc2nc(NC(=O)c3ccc(NS(=O)(=O)c4cccs4)cc3)sc2c1	i	-10	3.3	3.2	1.1	i	45	-2.4%	-7%	-3	624	-0.45	1405	1.1	1128	0.05	-0.25	0.076	-0.019
COc1ccc(C2C(C(=O)c3cccs3)=C(O)C(=O)N2c2nnc(C)s2)cc1OC (stereo unspecified)	i	0	2.0	1.5	1.7	i	32	-0.9%	33%	·	·	-0.29	1654	0.1	1268	0.64	-0.19	0.07	-0.57
CCCCNc1cc(C)oc(=O)c1C(C)=O	i	-3	1.6	1.7	6.2	i	31	-2.7%	15%	-2	541	·	·	0.1	994	0.45	-0.31	0.074	1.3
COc1ccc(CNC(=O)C2CC(c3ccc(OC)cc3)=NO2)cc1 (stereo unspecified)	i	-5	5.4	4.2	7.3	i	20	0.4%	-3%	·	·	-0.53	1550	-0.1	1463	-0.057	-0.3	-0.1	-0.18
Cc1ccc(C(C)C)c(OCC(=O)NN=C(CCl)CCl)c1	·	·	·	·	·	i	38	·	-1%	6	731	-0.52	655	2.8	1341	-4.6*	2.4*	-2.1*	-1.5*
COc1cc2nc(CN(C)Cc3ccc(SC)cc3)[nH]c(=O)c2cc1OC	·	·	·	·	·	i	37	·	0%	-1	692	-0.51	1060	1.1	1252	1.6	-0.64	1.1	-1.4
COc1cc(/C=N/N2C(=O)C3C4c5ccccc5C(c5ccccc54)C3C2=O)ccc1O (stereo unspecified)	i	47	6.2	2.8	8.2	i	11	-0.2%	5%	-7	632	0.24	1473	-0.5	1081	1.1	-0.11	0.71	-1.1
O=C(CN1C(=O)CSC1=O)NC1CCCCC1	i	-2	2.6	1.0	9.2	i	56	-2.3%	-11%	5	735	·	·	-0.7	1174	-0.33	-0.15	0.25	-1.5
O=C(O)C1CC(c2ccccc2F)=NO1 (stereo unspecified)	i	2	1.6	2.7	4.5	i	35	-2.5%	4%	4	772	-0.26	1259	-4.7	1249	0.25	-0.21	0.088	0.11
CC(C)(C)c1[nH]c2ccccc2c1/C=N/O	i	-4	1.3	0.9	6.0	i	13	-1.5%	-5%	-4	814	0.08	907	·	·	-1.3	-0.44	-0.49	1.1
COc1ccc(-n2c(N)cc(=O)[nH]c2=O)cc1	·	·	·	·	·	i	26	·	-5%	-1	730	0.17	1094	-0.5	1340	-1	-0.26	-0.098	0.35
Cc1cc2cc(CNC(=O)c3ccc(C)c([N+](=O)[O-])c3)ccc2[nH]1	i	10	3.1	1.3	0.0	i	27	0.4%	2%	2	724	-0.19	1052	-1.7	570	1.9	0.029	2.1	-1.8
Cc1cccc(C)c1OC(=O)C(c1ccccc1)c1ccccc1	i	-4	2.2	2.2	5.7	i	65	-3.3%	5%	-2	689	0.47	1229	-4.5	609	-0.44	-0.28	-0.58	0.42
COc1ccccc1CNC(=O)CN1C(=O)CSc2ccc(S(=O)(=O)N3CCCC3)cc21	i	-8	3.0	1.5	3.6	i	43	18%	-4%	-4	714	-1.4	1325	0.6	1109	-0.93	-0.02	-0.31	-0.14
O=C(c1cc(=O)[nH]c2ccccc12)N1CCN(c2cccc(C(F)(F)F)c2)CC1	i	3	2.9	2.9	11	i	39	-2.2%	1%	5	670	0.63	1178	-1.5	1064	-0.18	0.083	0.4	-0.26
COC(=O)c1sccc1NC(=O)C1CC1	·	·	·	·	·	i	38	·	-8%	8	732	-0.16	1445	0.4	1104	-0.19	-0.26	-0.12	0.11
Cc1ccc2nc(N3CCN(Cc4ccc(F)cc4)C3=O)c(C)cc2c1	i	3	4.7	2.1	6.1	i	43	2.6%	10%	·	·	0.11	1452	-3.4	1068	-0.79	-0.29	-0.26	0.54
O=C(CSc1nnnn1C1CCCC1)Nc1ccc(F)cc1	i	-2	2.6	2.1	6.4	i	6	-3.1%	22%	·	·	-0.7	1531	1.4	1389	0.59	-0.22	-0.74	-0.073
CC(C)(C)c1ccc(C(=O)CCCSC2=C(C#N)C(c3ccco3)C3=C(CCCC3=O)N2)cc1 (stereo unspecified)	i	16	7.9	0.8	12	i	44	-3.0%	-8%	·	·	-2.4	1067	6.5	1054	0.29	0.062	0.35	0.14
O=C(O)C1CCC(=O)N1Cc1ccccc1Cl (stereo unspecified)	i	-18	1.9	2.1	5.7	i	51	-2.0%	-3%	14	719	0.31	1320	·	·	0.11	-0.19	0.44	0.092
O=C(Cc1ccccc1)N/N=C/c1ccc(-c2ccc([N+](=O)[O-])cc2)o1	+	-9.8*	1.9	2.3	3.9	i	19	4.0%	-19%	1	633	0.8	1415	1.7	1029	-0.036	-0.26	0.028	0.67
COC(=O)c1ccc(Oc2nc(N3CCCCC3)nc(N3CCOCC3)n2)cc1	i	1	0.9	0.3	29	i	37	·	2%	-1	704	0.31	1147	0.0	1058	-0.18	-0.29	0.19	0.57

Full records, quoted from the list. Order of values: Autophagy mod | Autophagy mod cell loss 18 h | MT stabilizer | MT stabilizer Hoechst-high % | MT stabilizer cytotoxicity % | T cell HTS | T cell HTS vesicle-bound % | CSM14.1 death rescue | PhoP inhibition | Hep lipid drop | Hep lipid drop cells 6.5 µM | Insulin prom up | Insulin prom up cell count | b-catenin transl | b-catenin transl cell count 5 µM | Dynein transport | Dynein transport cytoplasmic EGFP | Dynein transport nuclear GR-EGFP | Dynein transport cell count
COc1ccccc1CNC(=O)CN1C(=O)CSc2ccc(S(=O)(=O)N3CCCC3)cc21 is entered as i | -8 | 3.0 | 1.5 | 3.6 | i | 43 | 18% | -4% | -4 | 714 | -1.4 | 1325 | 0.6 | 1109 | -0.93 | -0.02 | -0.31 | -0.14
COC(=O)c1ccc(Oc2nc(N3CCCCC3)nc(N3CCOCC3)n2)cc1 is entered as i | 1 | 0.9 | 0.3 | 29 | i | 37 | · | 2% | -1 | 704 | 0.31 | 1147 | 0.0 | 1058 | -0.18 | -0.29 | 0.19 | 0.57
